KCNK9 block: KCNK9 potassium channel inhibitors, primary screen, HEK293 cells, thallium flux | Potassium channel subfamily K member 9 (Homo sapiens), Q9NPC2 | 310,000 compounds, 1.2% hits | B-score at 10 µM | AID 488922, 2010 | FluxOR thallium flux fluorescence; active compounds read low;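 active = ratio B-score over 3 SD below the library mean, with starting fluorescence within 5 SD of its mean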;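 note: negative B-score means less thallium flux so channel inhibition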
Target sequence (Q9NPC2 whole entry, looked up): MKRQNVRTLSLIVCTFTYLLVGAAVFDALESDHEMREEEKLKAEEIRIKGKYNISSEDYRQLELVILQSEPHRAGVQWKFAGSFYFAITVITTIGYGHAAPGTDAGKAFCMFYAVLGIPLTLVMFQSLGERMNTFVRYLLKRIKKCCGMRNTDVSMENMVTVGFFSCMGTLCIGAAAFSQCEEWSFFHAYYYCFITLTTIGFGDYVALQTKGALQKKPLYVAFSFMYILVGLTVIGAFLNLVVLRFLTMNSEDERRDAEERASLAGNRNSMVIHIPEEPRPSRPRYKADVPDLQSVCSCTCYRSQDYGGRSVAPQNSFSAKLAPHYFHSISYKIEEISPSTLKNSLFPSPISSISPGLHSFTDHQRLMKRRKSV
KCNQ1 pot: potentiators or activators of KCNQ1 channel, primary screen, cell-based, thallium flux, high-throughput. CHO-K1 KCNQ1, thallium flux FluxOR fluorescence; active compounds read high. B-score at 10 µM. 310,000 compounds, 0.35% hits. AID 2648, 2010;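 active = fluorescence ratio B-score, a plate-corrected score, at least three library SD, with initial intensity B-score within 5 SD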
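assay system = KCNQ1-transfected CHO-K1 cells | medium = assay buffer with matched DMSO | probe or stimulus = depolarizing K+/Tl+ stimulus, K2SO4 and Tl2SO4 each 12.5 mM in 5x stock | dosing = single dose | incubation = dye 90 min, compound 20 min, room temperature | detection = kinetic FluxOR fluorescence, 10 s baseline plus 110 s post-stimulus | evaluation = ratio B score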
KCNK3 block: human KCNK3 channel inhibitors, primary screen, CHO cells, FluxOR thallium flux, B-score; Potassium channel subfamily K member 3 (Homo sapiens), O14649; FluxOR fluorescence; active compounds read low; B-score at 10 µM; 340,000 compounds, 0.84% hits; AID 602410, 2012;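 active = B-score under library mean minus 4 SD, starting fluorescence ratio at most library mean plus 5 SD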;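 note: more negative B-score means stronger inhibition of thallium flux through KCNK3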
Target sequence (O14649 whole entry, looked up): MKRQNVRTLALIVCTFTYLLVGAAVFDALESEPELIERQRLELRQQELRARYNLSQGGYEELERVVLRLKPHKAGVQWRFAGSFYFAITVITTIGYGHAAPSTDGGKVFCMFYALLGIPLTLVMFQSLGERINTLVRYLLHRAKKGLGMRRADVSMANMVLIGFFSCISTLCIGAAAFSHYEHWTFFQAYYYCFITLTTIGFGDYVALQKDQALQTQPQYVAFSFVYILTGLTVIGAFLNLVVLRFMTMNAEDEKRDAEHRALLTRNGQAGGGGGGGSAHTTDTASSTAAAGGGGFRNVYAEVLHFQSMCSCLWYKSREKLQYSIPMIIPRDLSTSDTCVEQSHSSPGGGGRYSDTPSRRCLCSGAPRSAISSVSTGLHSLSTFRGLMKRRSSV
TRPC4 act: activators of mouse TRPC4 channel, primary screen, Fluo4 calcium, HEK293 TRPC4beta/mu-opioid cells; 310,000 compounds, 0.49% hits; B-score at 10 µM; Fluo4 calcium fluorescence; active compounds read high; AID 2237, 2010;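 active = B-score above 5 SD of library B-scores, and initial fluorescence ratio not above library mean plus 5 SD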;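 note: positive B-score marks a calcium rise read as TRPC4 activation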
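Assay system: HEK293 stable line with TRPC4beta plus mu-opioid receptor; schedule: 45 min room-temperature Fluo4 loading, 110 s read; technique: kinetic Fluo4 calcium fluorescence; evaluation: integrated baseline-normalised fluorescence ratio, converted to per-well B score; controls: buffer (low) and maximal DAMGO (high)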
Platelet DG rel: inhibitors of platelet dense granule secretion, primary screen, cell-based, MLPCN, human platelets. human platelet-rich plasma, SFLLRN dense granule ATP release, luminescence. inhibition, %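 (compounds screened at 7.5 µM in platelet-rich plasma)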. 300,000 compounds, 0.22% hits;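 active = mean replicate score, as percent of positive control, at or above 50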
TRPC4 potent: positive allosteric modulators of TRPC4, primary screen, cell-based, mouse TRPC4beta, HEK293 mu-opioid, Fluo-4 calcium | 310,000 compounds, 0.42% hits | B-score at 10 µM | DAMGO EC20, Fluo-4 Ca2+ flux; active compounds read high | AID 2227, 2009;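 active = B-score of calcium response area above 5 SD of library B-scores, with initial fluorescence ratio within 5 SD of library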;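 note: B-score of integrated fluorescence ratio over time as area under calcium response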
DYRK1A inh: rat Dyrk1A kinase inhibitors, primary screen, biochemical, single point, plate reader. 310,000 compounds, 0.43% hits. Dual specificity tyrosine-phosphorylation-regulated kinase 1A (Rattus norvegicus), Q63470. inhibition, % at 12.5 µM. ADP-Glo luminescence, NFATc1 peptide; in the data active = inhibition above about 50%;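 note: plate controls were vehicle with enzyme for no effect and no enzyme for full effect; many of its hits are not listed in these tables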
KCNQ1 inh: inhibitors of human KCNQ1 channel, primary screen, cell-based, thallium flux, high-throughput. AID 2642, 2010. CHO-K1 KCNQ1, FluxOR thallium flux fluorescence; active compounds read high. Potassium voltage-gated channel subfamily KQT member 1 (Homo sapiens), P51787. 310,000 compounds, 1.3% hits. B-score at 10 µM;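 active = compounds whose thallium flux B-score, printed positive for inhibition, exceeds three library SD while starting fluorescence stays within three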;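 note: channel opened by potassium depolarization with thallium stimulus after 20 min compound exposure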
hERG rescue: hERG rescue from dofetilide block, primary screen, cell-based, CHO-hERG, FluxOR thallium flux, dofetilide IC70; Voltage-gated inwardly rectifying potassium channel KCNH2 (Homo sapiens), Q12809; dofetilide IC70 present; activation (rescue from dofetilide block), less the hit threshold, % at 10 µM; 310,000 compounds, 0.51% hits; AID 1511, 2009;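 active = activation above the mean of controls blocked by dofetilide plus 5 SD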;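 note: thallium influx through hERG after potassium depolarization seen as dye fluorescence rise; in these data hits start at about 4.7%; inactives centre near -7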
TRPC4 block: inhibitors of mouse TRPC4 channel, primary screen, Fluo4 calcium, HEK293 TRPC4beta/mu-opioid cells. Short transient receptor potential channel 4 (Mus musculus), Q9QUQ5. DAMGO-evoked Fluo4 calcium flux; active compounds read low. B-score at 10 µM. 300,000 compounds, 0.39% hits. AID 2247, 2010;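 active = B-score over 3 SD under the library average, no early fluorescence shift, positive overall ratio signal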
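test system = HEK293 cells with stable TRPC4beta plus mu-opioid receptor expression | detection = Fluo4 Ca2+ flux fluorescence | read-out = integrated fluorescence ratio relative to baseline, converted to per-well B score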
PolyA inh: polyadenylation inhibitors in yeast reporter cells, primary screen, luminescence, S. cerevisiae; S. cerevisiae SKY197-pL101 polyadenylation reporter, beta-gal luminescence; efflux-impaired pdr1/pdr3 knockout yeast; score 100 = 6 SD above DMSO; calls only at 12 µM; 300,000 compounds, 0.02% hits; AID 1875, 2009;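 active = lowest replicate activity score at least 50, where 100 means six control SD above control mean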;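 note: yeast exposed to compound for 9 h at 30 °C; higher score means more reporter readthrough which indicates perturbed polyadenylation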
Active calls of the source: *; i = inactive; nt = no result given. This is a subset; count on the stated rates, not on these rows.

SMILES	KCNK9 block	KCNQ1 pot	KCNK3 block	TRPC4 act	Platelet DG rel	TRPC4 potent	DYRK1A inh	KCNQ1 inh	hERG rescue	TRPC4 block	PolyA inh
CCCCC(=O)Nc1cc(NC(=O)CCCC)cc(C(=O)O)c1	i	i	i	i	-18	i	-4	i	-1	i	i
CCCOc1ccc(-c2c(C(=O)N/N=C/c3ccco3)nnn2-c2nonc2N)cc1	i	i	i	i	14	i	-4	i	-5	i	i
O=C(Nc1ccc(C(=O)N2CCCC2)cc1)c1ccccc1Br	i	i	i	i	-9	i	6	i	-6	i	i
COCCNc1cc(C)nc2ccccc12	i	i	i	i	13	i	-6	i	-7	i	i
COc1cccc(NC(=O)CCCCCn2nnc3ccccc3c2=O)c1	i	i	i	i	-1	i	-1	i	-5	i	i
[O-][n+]1c2c(nn1-c1ccccc1)/C(=N/O)CCC2	i	i	i	i	-1	i	2	i	-10	i	i
CCOC(=O)Cc1cc(=O)n2[nH]c(C)c(C#N)c2n1	i	i	i	i	3	i	3	i	-10	i	i
CCc1nnc(NC(=O)CSc2nnc3scc(-c4ccc(C)cc4)n23)s1	i	i	i	i	1	i	0	i	-11	i	i
CN1CCC(=O)N([C@H](CSc2ccccc2)c2ccccc2)CC1	i	i	i	i	0	i	21	i	-3	nt	i
O=C(NCc1ccc2c(c1)OCO2)C1CCN(C(=O)Nc2ccc(Cl)cc2)CC1	i	i	i	i	8	i	-2	i	-11	i	i
O=C(N=C1SC2CS(=O)(=O)CC2N1c1ccccc1Cl)C1CCCO1 (stereo unspecified)	i	i	i	i	-1	i	-11	i	-7	i	i
COC(=O)CCC(=O)Nc1cccc2ccccc12	i	i	i	i	nt	i	1	i	-9	i	i
CCOc1ccc2nc3ccc4[nH]onc4c3c2c1	i	i	i	i	-2	i	23	i	-3	i	i
CC1=C(C(=O)OC(C)C)C(c2ccncc2)n2ncnc2N1 (stereo unspecified)	i	i	i	i	13	i	-1	i	-5	i	i
Cc1nc(CSc2ccc(Cl)cc2)cc(NCc2ccccc2)n1	i	i	i	i	14	i	1	i	-9	i	i
COc1ccc(C2N(c3ccc(F)cc3)C(=O)C3CCCN32)cc1 (stereo unspecified)	i	i	i	i	2	i	12	i	-8	i	i
COCc1nnc(NS(=O)(=O)c2ccc(C)cc2)s1	i	i	i	i	13	i	-7	i	-7	i	i
CN(C)c1ccc(CN(C)C2CCCCC2)cc1	i	i	i	i	-1	i	nt	i	2	i	i
NS(=O)(=O)c1ccc(CCNC(=O)C(=O)NCC2OCCN2S(=O)(=O)c2ccc(Cl)cc2)cc1 (stereo unspecified)	i	i	i	i	1	i	1	i	-10	i	i
COC(=O)Cc1[nH]nc2c1C1(C(=O)N(Cc3ccccc3)c3ccccc31)C(C#N)=C(N)O2 (stereo unspecified)	i	i	i	i	0	i	3	i	-9	i	i
O=C(CCS(=O)(=O)c1cccs1)Nc1ccc(C(=O)NC2CCCC2)cc1	i	i	i	i	0	i	0	i	-9	i	i
Cc1nn(-c2ccccc2)c(C)c1/C=C/C(=O)OCC(=O)NC1CCS(=O)(=O)C1 (stereo unspecified)	i	i	i	i	-4	i	3	i	-9	i	i
COc1ccc(S(=O)(=O)N2CCCC(C(=O)N3CCCCCC3)C2)cc1 (stereo unspecified)	i	i	i	i	0	i	1	i	-8	i	i
Cc1cc(NCCOCCO)n2c(nc3ccccc32)c1C#N	-14*	i	i	i	-1	i	11	i	-3	i	i
O=c1[nH]c(-c2ccccn2)nc2ccccc12	i	i	i	i	5	i	11	i	-5	i	i
Cc1ccc(C)c(NC(=S)NCCSc2ccc(Cl)cc2)c1	i	i	i	i	-7	i	-4	8*	-11	i	i
COc1ccc(S(=O)(=O)N2CCC(C(=O)NCCC3=CCCCC3)CC2)cc1OC	i	i	i	i	1	i	1	i	-10	i	i
N#Cc1ccc(Cn2c(-c3ccc(F)cc3)noc2=O)cc1	i	i	i	i	2	i	0	i	-4	i	i
Cc1ccc(N(C)S(=O)(=O)c2cccc(C(=O)NC3CC(C)(C)NC(C)(C)C3)c2)cc1	i	i	i	i	11	i	16	i	-16	i	i
O=C(CSc1nnc(-c2ccccc2O)o1)N1CCOCC1	i	i	i	i	6	i	-6	i	-10	i	i

Compound profiles, from the list above.
`CN1CCC(=O)N([C@H](CSc2ccccc2)c2ccccc2)CC1` is entered as KCNK9 block = i; KCNQ1 pot = i; KCNK3 block = i; TRPC4 act = i; Platelet DG rel = 0; TRPC4 potent = i; DYRK1A inh = 21; KCNQ1 inh = i; hERG rescue = -3; TRPC4 block = nt; PolyA inh = i
`Cc1cc(NCCOCCO)n2c(nc3ccccc32)c1C#N` is entered as KCNK9 block = -14*; KCNQ1 pot = i; KCNK3 block = i; TRPC4 act = i; Platelet DG rel = -1; TRPC4 potent = i; DYRK1A inh = 11; KCNQ1 inh = i; hERG rescue = -3; TRPC4 block = i; PolyA inh = i
`CCc1nnc(NC(=O)CSc2nnc3scc(-c4ccc(C)cc4)n23)s1` is entered as KCNK9 block = i; KCNQ1 pot = i; KCNK3 block = i; TRPC4 act = i; Platelet DG rel = 1; TRPC4 potent = i; DYRK1A inh = 0; KCNQ1 inh = i; hERG rescue = -11; TRPC4 block = i; PolyA inh = i

Additional records follow:
SMILES	KCNK9 block	KCNQ1 pot	KCNK3 block	TRPC4 act	Platelet DG rel	TRPC4 potent	DYRK1A inh	KCNQ1 inh	hERG rescue	TRPC4 block	PolyA inh
COc1cccc(NC(=S)NN=C2CCCCCC2)c1	i	i	i	i	1	i	9	i	-12	i	i
Cc1ccsc1/C=N/NC(=O)CN1CCN(S(=O)(=O)c2ccc(Br)cc2)CC1	i	i	i	i	-4	i	-2	i	-11	i	i
CCCCNC(=O)N1CCc2[nH]c3ccccc3c2C1	i	i	i	i	7	i	3	i	-6	i	i
CCSc1ncc(Cl)c(C(=O)Nc2cc(C)ccc2C)n1	i	i	i	i	-1	i	-1	i	-6	i	i
COC/C=C/C1=CC2=CC(=O)C(C)(OC(=O)c3cnc4ccccc4n3)C(=O)C2=CN1CCN1CCOCC1 (stereo unspecified)	i	i	i	i	10	i	8	i	-8	i	i
COc1cccc(N2CCN(C(=O)CSc3ccc(F)cc3)CC2)c1	i	i	i	i	nt	i	2	i	-9	i	nt
O=C(C1CCN(Cc2ccccc2)CC1)N1CCCC1	i	i	i	i	0	i	0	i	-12	i	nt
CCOc1ccc(NC(=O)N2CCC(NC(=O)C(Cc3ccc(OC)c(OC)c3)NC(C)=O)CC2)cc1 (stereo unspecified)	i	i	i	i	3	i	4	i	-13	i	i
CN1C(=O)CSc2ccc(NC(=O)N3CCN(c4ccccn4)CC3)cc21	i	i	i	i	5	i	-4	i	-7	i	nt
Cc1cc(C(=O)N2CCN(c3ccc([N+](=O)[O-])cc3)CC2)no1	i	i	i	i	-5	i	-2	i	-6	i	i
Cc1cccc(-n2c(SCc3ccc([N+](=O)[O-])cc3)nnc2-c2c[nH]c3ccccc23)c1	i	i	-11*	i	-1	i	9	i	-18	i	i
COc1ccccc1CN1CC(C(=O)N2CCCCCCC2)CCC1=O (stereo unspecified)	i	i	i	i	-20	i	-2	i	-7	i	i
CC(OC(=O)C1=Cc2ccccc2OC1)C(=O)NC1CCCC1 (stereo unspecified)	i	i	i	i	-2	i	6	i	1	i	i
NCCCCCC(=O)Nc1ccncc1	i	i	i	i	-2	i	4	i	-4	i	i
COc1cccc(NC(=O)CN(C)C(=O)CSc2ncnc3sc(C)c(C)c23)c1	i	i	i	i	-2	i	3	i	-12	i	i
CN1CC(=O)Nc2ccc([N+](=O)[O-])cc2C1=O	i	i	i	i	-4	i	-3	i	-7	i	i
S=C(Nc1ccc(Br)cc1)NC1CCCCC1	i	i	i	i	-5	i	-8	i	-9	i	i
CCOC(=O)N1CCN(c2nnc(-c3ccccc3)c3ccccc23)CC1	i	i	i	i	0	i	0	i	-9	i	i
CCN1CCN(S(=O)(=O)c2ccc(Cl)c(C(=O)N(C)C(c3ccccc3)c3ccccc3)c2)CC1	i	i	i	i	1	i	0	i	-15	i	i
Cc1ccc(/C=C2\SC(=S)N(CCCC(=O)Nc3ccccc3C(=O)O)C2=O)cc1	i	i	i	i	-2	i	nt	i	-15	i	i
N#Cc1c(-c2ccc(F)cc2)noc1N	i	i	i	i	3	i	-2	i	-9	i	i
CCc1ccc(NC(=O)/C(C#N)=C/c2cc3ccc(C)cc3nc2N2CCOCC2)cc1	i	i	i	i	-2	i	-5	i	-14	i	i
COC(=O)c1ccc(C(=O)NCCCCO)cc1	i	i	i	i	5	i	2	i	-5	i	i
Cc1ccc(Cn2c(-n3nc(C)cc3C)nc3c2c(=O)[nH]c(=O)n3C)cc1	i	i	i	i	-12	i	1	i	-11	i	i
O=C(NC1CCCCC1)c1cc(-c2ccc(F)cc2)on1	i	i	i	i	-4	i	2	i	-5	i	nt
CCOC(=O)C1CCCN(S(=O)(=O)c2ccc3c(c2)C(C)(C)C(=O)N3C)C1 (stereo unspecified)	i	i	i	i	20	i	3	i	-2	i	i
CSCC[C@H](NC(=O)OC(C)(C)C)C(=O)N1CCC(C(=O)N[C@@H](C)C(=O)NCc2ccc(F)cc2)CC1	i	i	i	i	5	i	0	i	-4	i	i
O=C(CCC(NC(=O)OCc1ccccc1)C(=O)OCc1ccccc1)NCC(=O)OCc1ccccc1 (stereo unspecified)	i	i	i	i	19	i	0	i	0	i	i

From PubChem
